# Screening results as filed in PubChem BioAssay.
# All columns: NCI-60 one-dose screen, growth in % after 48 h at 10 µM unless noted; 100 = growth as untreated, 0 = no growth, -100 = all killed.
# M14 = M14 melanoma; 6.2% of 80,000 active
# LOX IMVI = LOX IMVI melanoma; 7.4% of 79,000 active
# HOP-92 = HOP-92 NSCLC cells; 6.3% of 71,000 active; AID 1794738
# A549/ATCC = A549/ATCC NSCLC; AID 1794740; 3.7% of 81,000 active
# EKVX = EKVX NSCLC. 3% of 71,000 active. AID 1794765
# HOP-62 = HOP-62 NSCLC; 3.9% of 80,000 active
# SK-MEL-5 = SK-MEL-5 melanoma. 6.4% of 80,000 active
# CCRF-CEM = CCRF-CEM leukemia; 7% of 77,000 active; AID 1794778
# * = called active by the depositor; · = no result given; & = joins results of further samples. How the source made its calls: active means growth percent below 10; inactive means the rest. No enrichment for hits; about 12% have a hit in one of these screens.
SMILES,M14,LOX IMVI,HOP-92,A549/ATCC,EKVX,HOP-62,SK-MEL-5,CCRF-CEM
CNc1sc(S(=O)(=O)c2ccc(C)cc2)nc1S(=O)(=O)c1ccc(C)cc1,114,93,·,103,90,103,100,97
CCC1(CC)SC(N)=NC1=O,105,102,85,101,113,105,·,105
C1CCC(CC2CCCCC2)CC1,90,102,108,134,96,98,110,103
C=CCN(CC=C)C(=O)Nc1cc(OC)ccc1OC,108,102,·,48,108,108,100,88
COC(=O)C(Cc1ccccc1)NC(=O)c1ccc(NC(=O)c2[nH]c(C)c(Cl)c2Cl)c(OC(C)C)c1 (stereo not drawn),51,34,101,6.6*,101,90,98,73
CCCCC(=O)N[C@H]1C[C@H]2CC[C@@]1(C)C2(C)C,102,105,100,98,97,103,100,99
O=C(Cn1cc(CN2C(=O)c3ccccc3S2(=O)=O)nn1)Nc1ccc([N+](=O)[O-])cc1Cl,106,92,107,106,103,101,100,93
CCCCCCCC[C@@H](O)CC(=O)N[C@@H](CC(N)=O)C(=O)N[C@@H](CCC(N)=O)C(=O)N[C@@H](CC(=O)c1cc(C)cc(O)c1C(=O)c1c(O)cccc1O)CC(C)C,-12*,12,-18*,60,61,6.7*,16,12
CN(C)S(=O)(=O)c1cccc(-c2nc3sc4c(c3c(=O)[nH]2)CCCC4)c1,48,174,11,26,56,43,77,36
Cc1cccc2c1C(=O)NC2=O,91,94,77,77,114,90,108,105
Cc1nc(C)c(C)nc1C,101,101,103,87,109,100,102,89
COc1ccc(/C=N/C2=C(C#N)C(c3ccccc3[N+](=O)[O-])c3ccc4ccccc4c3O2)cc1 (stereo not drawn),90,90,97,100,72,103,82,106
Cc1ccc(NC(=O)N2c3ccccc3SC2c2ccco2)c(C)c1 (stereo not drawn),90,86,87,89,·,98,104,95
COc1ccc(OC)c(/C=C/c2nnc(Nc3ccccc3)o2)c1,110,100,62,96,90,106,90,87
C=CCNC(=O)/C(=C/c1cccc([N+](=O)[O-])c1)NC(=O)c1ccccc1,89,93,92,·,108,92,98,91
COc1cc(C(=O)N(c2ccc(F)cc2)C(C(=O)NCc2ccccc2)c2ccc(OC)c(OC)c2OC)cc(OC)c1OC (stereo not drawn),100,100,76,91,97,103,98,102
COC(=O)c1cc(-c2ccc(OC)cc2)[nH]c1N/N=C/c1c(Cl)cccc1Cl,-59*,24,47,5.3*,20,-43*,-2.7*,12
C=CCc1c(O)c(OC)c2c(c1OC)OCO2,100,98,107,101,103,98,105,106
COC(=O)c1cnc2c(c1)Oc1ccccc1-c1ccnn1-2,99,91,87,86,92,92,94,95
COC(C)CCOC(=O)c1ccc(C(C)C)cc1 (stereo not drawn),102,96,49,106,97,93,126,67

# Structural class: those above containing two or more sulfur atoms (2)
SMILES,M14,LOX IMVI,HOP-92,A549/ATCC,EKVX,HOP-62,SK-MEL-5,CCRF-CEM
CNc1sc(S(=O)(=O)c2ccc(C)cc2)nc1S(=O)(=O)c1ccc(C)cc1,114,93,·,103,90,103,100,97
CN(C)S(=O)(=O)c1cccc(-c2nc3sc4c(c3c(=O)[nH]2)CCCC4)c1,48,174,11,26,56,43,77,36

# Another view of 7 compounds above:
SMILES	M14	LOX IMVI	HOP-92	A549/ATCC	EKVX	HOP-62	SK-MEL-5	CCRF-CEM
O=C(Cn1cc(CN2C(=O)c3ccccc3S2(=O)=O)nn1)Nc1ccc([N+](=O)[O-])cc1Cl	106	92	107	106	103	101	100	93
CCCCCCCC[C@@H](O)CC(=O)N[C@@H](CC(N)=O)C(=O)N[C@@H](CCC(N)=O)C(=O)N[C@@H](CC(=O)c1cc(C)cc(O)c1C(=O)c1c(O)cccc1O)CC(C)C	-12*	12	-18*	60	61	6.7*	16	12
CN(C)S(=O)(=O)c1cccc(-c2nc3sc4c(c3c(=O)[nH]2)CCCC4)c1	48	174	11	26	56	43	77	36
Cc1cccc2c1C(=O)NC2=O	91	94	77	77	114	90	108	105
Cc1nc(C)c(C)nc1C	101	101	103	87	109	100	102	89
COc1ccc(/C=N/C2=C(C#N)C(c3ccccc3[N+](=O)[O-])c3ccc4ccccc4c3O2)cc1 (stereo not drawn)	90	90	97	100	72	103	82	106
Cc1ccc(NC(=O)N2c3ccccc3SC2c2ccco2)c(C)c1 (stereo not drawn)	90	86	87	89	·	98	104	95

# New compounds follow
SMILES,M14,LOX IMVI,HOP-92,A549/ATCC,EKVX,HOP-62,SK-MEL-5,CCRF-CEM
Cc1ccc(-c2nn(-c3ccccc3)cc2C2SCC(=O)N2c2ccccc2)cc1 (stereo not drawn),102,98,95,104,99,102,103,107
Cc1[nH]c(C2CC(c3ccccc3)=NN2c2ccccc2)c(C)c1C(=O)O (stereo not drawn),99,96,106,95,90,107,97,100
CCOC(=O)C=P(c1ccccc1)(c1ccccc1)c1ccccc1,110,92,102,97,94,98,102,81
Cc1c(C=NCCN2CCCCC2)c(=O)n2c([nH]c3ccccc32)c1C#N,93,92,92,98,96,91,97,95
O=c1[nH][nH]c(=O)c2ncccc12,96,104,103,99,99,97,95,108
C[n+]1c(/C=C/c2ccc([N+](=O)[O-])cc2)ccc2ccccc21,101,92,110,76,63,97,98,112
Cc1cc(C(=O)C(C)C(=O)C(F)(F)F)c(C)s1 (stereo not drawn),109,94,·,·,130,106,111,99
NC(Cc1ccccc1)S(=O)(=O)O (stereo not drawn),100,98,89,90,101,92,100,99
COc1ccc(C=Nc2ccc(N=Nc3ccccc3)cc2)cc1,105,110,·,80,·,111,98,52
COC(=O)CC[C@@H]1O[C@@H](c2cccc(C(F)(F)F)c2)[C@@H](O)[C@H]1O,102,97,84,107,98,103,98,109
CCCCNC(=O)Oc1ccc(/C(=C(/CC)Cc2ccccc2)c2ccc(OCCN3CCOCC3)cc2)cc1,87,85,39,78,68,109,80,70
CCCCCCCCCCCCCCCCNC(=S)NN,101,114,·,100,·,110,99,·
CCNc1ccc(S(=O)(=O)O)cc1C(=O)O,100,107,118,94,119,103,·,99
O=C(Nc1ncc(Cc2ccccc2)s1)c1ccc2c(c1)OCCO2,19,11,58,17,33,25,-30*,14
CCCS(=O)(=O)Oc1ccc2c3c(c(=O)oc2c1)CCCCC3,100,106,·,78,·,106,84,85
C/C(=N\O)c1ccccc1,101,102,96,99,104,100,99,94
CC(C)(C)CC1(C)NC(=O)NC1=O (stereo not drawn),104,102,107,120,108,99,108,-60*
O=C(C[n+]1cccc2ccccc21)c1ccc(F)cc1,99,87,80,84,·,115,96,96
CC(=O)Nc1ccc2c3c(ccc([N+](=O)[O-])c13)CC2,106,96,71,107,·,96,94,98
O=C1OC(c2ccccc2)=N/C1=C\c1ccccc1,100,98,89,96,·,100,98,100
CCN(CC)CC(CN(CC)CC)OC(=O)Nc1ccccc1,101,99,91,109,99,103,100,99
COC(c1ccccc1)(c1ccccc1)c1ccccc1,136,99,147,104,85,106,103,131
COc1ccc(C2CC(c3ccc(Nc4nc(NCCO)nc(N5CCOCC5)n4)cc3)=Nc3c(N)nc(N)nc3N2)cc1 (stereo not drawn),107,103,·,104,107,108,96,105
O=C1c2ccccc2C(Cl)(c2ccc(Cl)cc2)c2ccc(Cl)cc21 (stereo not drawn),100,83,88,84,87,104,103,83
Cn1c2c(cc(S(=O)(=O)c3ccccc3)c1=O)CCc1c-2cnn1Cc1ccccc1,111,108,75,83,·,104,99,103
COc1ccc(-c2cc(-c3ccc(N4CCOCC4)cc3)n3c(n2)nc2ccccc23)cc1,103,93,66,102,100,106,96,103
NCCn1cc(-c2nc(-c3c[nH]c4ncccc34)cs2)c2ccccc21,97,90,54,77,54,75,77,89
COc1ccc(NC(=O)Cn2cnc3c(cc(-c4ccccc4)n3-c3ccncc3)c2=O)cc1,107,117,106,107,99,103,105,100
Clc1sc(Cl)c(Cl)c1Cl,108,99,85,98,92,108,116,110
CCOc1ccc(-n2nc(C(=O)Nc3cc(OC)c(OC)c(OC)c3)nc2-c2cc(OC)c(OC)c(OC)c2)cc1,91,89,70,87,96,96,·,66
CCOc1ccc(-c2[nH]ncc2-c2ccc(OC)cc2)c(O)c1,91,89,90,92,·,·,100,77
O=C(O)C/C1=C/CCCCCC1,96,97,79,102,95,96,94,81
N#Cc1ncc(Br)c(NC2CCCCCC2)n1,114,101,·,89,·,106,103,85
COc1cc(-c2nnc(SC/C(=N\O)c3ccc(Cl)cc3)o2)cc(OC)c1OC,104,104,124,95,99,105,97,98
Nc1cc(Cl)ccc1S(N)(=O)=O,90,99,103,99,93,84,100,107
C=C1C(=O)O[C@H]2[C@H]1CC/C(COC(=O)NCc1ccc(OC)c(OC)c1)=C\CC[C@@]1(C)O[C@@H]21,62,69,66,98,66,88,·,-7.9*
Cc1ccc(NC(=O)CSc2nnc(-c3ccc(NC(=O)c4cccnc4)cc3)o2)cc1,106,104,109,99,104,104,96,82
CC1=C[S+](c2ccccc2)c2cccc3cc4ccccc4c1c23 (stereo not drawn),-64*,8.4*,-60*,-8.8*,-1.9*,-43*,-87*,4.4*
O=C(Cn1[nH]c(=O)c2ccccc2c1=O)OCc1csc(-c2ccccc2)n1,114,99,·,98,101,97,94,170
OC1(c2ccccc2)CCCC1,109,103,100,96,103,103,105,102
CCCC(=O)C(C)(C)C(C)=O,·,88,129,96,98,112,110,130
CCC(=O)c1ccc(OC)c2ccccc12,107,97,85,102,·,102,110,48
COc1cc(/C=C2/C=C(c3ccc(Cl)cc3)N(CCc3ccc(S(N)(=O)=O)cc3)C2=O)cc(OC)c1OC,64,89,36,85,98,96,68,57
O=c1c(/C=N/Nc2nc(-c3ccccc3)cs2)coc2ccc(F)cc12,106,99,111,107,90,105,102,103
COc1ccc(C2C=C(C(=O)O)Nc3nc(SC)[nH]c(=O)c32)cc1 (stereo not drawn),101,·,·,106,·,111,100,·
O=C1NC2NC(=NCCN3CCOCC3)NC2N1 (stereo not drawn),102,104,99,108,97,103,100,46
COc1cc(-c2nn(-c3ccc(NC(=O)c4ccc(Cl)c(Cl)c4)cc3)cc2-c2ccncc2)ccc1Cl,62,36,·,68,73,53,65,68
CCN(CC)c1ccnc(CNCCSC(c2ccccc2)(c2ccccc2)c2ccc(C)cc2)c1,-87*,-100*,-84*,-87*,-85*,-89*,-100*,-41*
CC1=C(C(=O)OC(C)C)C(c2ccc(O)cc2)NC(=S)N1 (stereo not drawn),97,94,112,109,93,104,106,101
COc1cc(/C(=C2/O[C@@H]([C@H](O)CO)[C@H]3OC(C)(C)O[C@@H]23)c2cccc(N)c2)cc(OC)c1OC,105,102,·,93,106,92,110,97
S=c1[nH]n(-c2ccccc2)c(=S)s1,101,98,89,·,113,92,102,102
COC(=O)c1nn(-c2ccccc2)c2cnc3nc(-c4ccccc4)cc-3n12,103,100,132,98,·,95,99,107
COc1cccc(-c2nc3sccn3c2-c2ccnc(NCCNS(=O)(=O)c3cccc(F)c3)c2)c1,33,33,18,27,39,55,2.1*,17
COc1ccccc1C(O)c1ccccc1 (stereo not drawn),101,92,88,88,99,109,103,·
CN=C1C=C/C(=N/N=c2/ccn(O)cc2C)C=C1C,101,95,86,89,87,97,98,105
COc1cccc(-c2nc(N3CCOCC3)c3c4c(sc3n2)CCCC4)c1,105,105,102,85,100,93,98,107
CCCC1OC1(CC)C(=O)OCC(CC)(COC(=O)C1(CC)OC1CCC)COC(=O)C1(CC)OC1CCC (stereo not drawn),105,94,·,93,·,100,100,78
CCOC(=O)c1c(NCc2ccccc2)sc2cc(O)ccc12,82,82,67,85,88,85,97,72
CC(CN(C)C)CN1c2ccccc2Sc2ccccc21 (stereo not drawn),76&81&48,73&83&81,21,92&103&92,74&104&83,81&78&92,89&74&87,78&85&82
COc1ccc(/C=C2\SCc3cc4ccc(OC)cc4[o+]c32)c(O)c1,103,97,110,112,103,101,101,100
COc1cc(CNC(=O)CCCC/C=C/C(C)C)ccc1C(=O)NN,·,102,94,96,99,112,·,92
N#Cc1cn(Cc2ccc(Cl)cc2Cl)c(C(=O)c2ccccc2)c1N,102,94,75,96,90,90,99,93
